Screens as filed in PubChem.
LYPLA1 counter: LYPLA1 inhibitors, primary screen, counter-screen for PME1 inhibitor project, biochemical, fluorescence polarization, FP-Rh probe ABPP. recombinant LYPLA1. Acyl-protein thioesterase 1 (Homo sapiens), O75608. 320,000 tested, 0.16% active. inhibition, % at 5.9 µM;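 active = inhibition above the mean of all tested compounds plus 3 SD, set per campaign, cut at about 14% in these data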;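 note: inhibitors block serine hydrolase probe labeling of LYPLA1 so polarization falls; 0% = enzyme with DMSO and 100% = wells lacking LYPLA1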
PAFAH2 FP inh: PAFAH2 enzyme inhibitors, primary screen, biochemical, fluorescence polarization, human | inhibition, % at 3.39 µM | recombinant PAFAH2, FP-rhodamine activity probe | 340,000 tested, 0.99% active | Platelet-activating factor acetylhydrolase 2, cytoplasmic (Homo sapiens), Q99487;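 active = inhibition above the mean over all tested compounds plus 3 SD, cut at about 30% in these data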;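 note: inhibitors block probe labeling of enzyme so polarization drops; 0% = enzyme with DMSO and 100% = wells lacking PAFAH2 protein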
PAFAH1B3 FP inh: PAFAH1B3 enzyme inhibitors, primary screen, biochemical, fluorescence polarization, human; Platelet-activating factor acetylhydrolase IB subunit alpha1 (Homo sapiens), Q15102; inhibition, % at 3.39 µM; AID 492972, 2010; recombinant PAFAH1B3, FP-rhodamine probe; 340,000 tested, 0.28% active;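 active = inhibition above the screen-wide average of all tested compounds plus 3 SD, cut at about 25% in these data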;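 note: 0% = enzyme with DMSO only and 100% = wells lacking PAFAH1B3 protein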
Target sequence (Q15102 whole entry, looked up): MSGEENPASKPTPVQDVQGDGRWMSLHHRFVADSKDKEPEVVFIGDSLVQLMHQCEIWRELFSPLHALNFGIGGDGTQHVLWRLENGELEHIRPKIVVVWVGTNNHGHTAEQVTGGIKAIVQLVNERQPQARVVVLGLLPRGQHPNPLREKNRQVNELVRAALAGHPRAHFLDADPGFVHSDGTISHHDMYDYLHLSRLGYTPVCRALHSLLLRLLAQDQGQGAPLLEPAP
Fam108B inh: mouse Fam108B serine hydrolase inhibitors, primary screen, counter-screen for RBBP9 inhibitor project, biochemical, fluorescence polarization. recombinant Fam108B, FP-Rh probe fluorescence polarization. inhibition, % at 9.51 µM. 300,000 tested, 0.33% active;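 active = inhibition above the screen mean inhibition plus 3 SD, computed separately per campaign, cut at about 18% in these data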;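 note: inhibitors lower polarization as less probe binds the enzyme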
PME-1 primary: PME-1 inhibitors via competitive probe labeling, primary screen, biochemical, fluorescence polarization, FP-Rh probe, HTS; Protein phosphatase methylesterase 1 (Homo sapiens), Q9Y570; inhibition, % at 5.9 µM; AID 2130, 2009; recombinant PME-1; 320,000 tested, 0.53% active;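 active = inhibition above the campaign mean of all compounds plus 3 SD, cut at about 26% in these data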;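 note: competitive labeling of PME-1 active site by serine hydrolase directed probe; 0% = PME-1 with DMSO and 100% = wells lacking PME-1 enzyme; inhibitors block probe labeling so polarization falls and inhibition rises; many of its hits are not listed in these tables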
PAD4 FP inh: human PAD4 inhibitors, primary screen, biochemical, fluorescence polarization, 1536-well format; Protein-arginine deiminase type-4 (Homo sapiens), Q9UM07; recombinant PAD4, RCA probe fluorescence polarization; inhibition, % at 6.36 µM; 330,000 tested, 0.41% active; AID 485272, 2010;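 active = percent inhibition above a cutoff equal to the mean of all tested compounds plus 3 SD, cut at about 15% in these data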;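 note: 0% = PAD4 with RCA probe and DMSO and 100% = probe without PAD4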
pPAFAH inh: pPAFAH enzyme inhibitors, primary screen, biochemical, fluorescence polarization, human; Platelet-activating factor acetylhydrolase (Homo sapiens), Q13093; recombinant pPAFAH, FP-rhodamine probe fluorescence polarization; inhibition, % at 3.39 µM; 330,000 tested, 1.5% active;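 active = inhibition above the mean inhibition across the screen plus 3 SD, cut at about 25% in these data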;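 note: inhibitors block binding of the rhodamine activity-based probe so polarization drops; 0% = enzyme with DMSO and 100% = wells lacking pPAFAH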
Target sequence (Q13093 whole entry, looked up): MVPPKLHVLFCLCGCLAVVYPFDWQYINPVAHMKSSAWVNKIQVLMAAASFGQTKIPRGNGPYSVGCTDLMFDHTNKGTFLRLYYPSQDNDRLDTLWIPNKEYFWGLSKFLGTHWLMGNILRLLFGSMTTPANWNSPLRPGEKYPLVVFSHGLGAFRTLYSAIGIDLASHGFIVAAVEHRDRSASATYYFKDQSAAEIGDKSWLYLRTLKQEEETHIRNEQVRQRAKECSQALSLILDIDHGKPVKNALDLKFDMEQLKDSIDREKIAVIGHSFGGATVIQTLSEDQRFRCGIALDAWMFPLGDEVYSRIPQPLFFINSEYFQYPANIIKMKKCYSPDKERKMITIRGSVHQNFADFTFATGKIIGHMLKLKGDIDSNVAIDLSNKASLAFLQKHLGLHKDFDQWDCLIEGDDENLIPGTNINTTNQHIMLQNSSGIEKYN
PAFAH1B2 inh: PAFAH1B2 enzyme inhibitors, primary screen, biochemical, fluorescence polarization, human; recombinant PAFAH1B2, FP-rhodamine activity probe; 340,000 tested, 1.2% active; inhibition, % at 3.39 µM;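 active = inhibition above the mean of all tested compounds plus 3 SD, cut at about 24% in these data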;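 note: 0% = enzyme with DMSO and 100% = wells lacking PAFAH1B2; many of its hits are not listed in these tables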
GSTO1 counter: inhibitors of recombinant GSTO1, primary screen, counter-screen for RBBP9 inhibitor project, biochemical, fluorescence polarization. activity-based probe fluorescence polarization. inhibition, % at 5.96 µM. 300,000 tested, 1.1% active. Glutathione S-transferase omega-1 (Homo sapiens), P78417;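 active = inhibition above the campaign mean inhibition plus 3 SD, cut at about 35% in these data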;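 note: 0% = GSTO1-1 with DMSO and 100% = wells lacking GSTO1-1 enzyme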
Target sequence (P78417 whole entry, looked up): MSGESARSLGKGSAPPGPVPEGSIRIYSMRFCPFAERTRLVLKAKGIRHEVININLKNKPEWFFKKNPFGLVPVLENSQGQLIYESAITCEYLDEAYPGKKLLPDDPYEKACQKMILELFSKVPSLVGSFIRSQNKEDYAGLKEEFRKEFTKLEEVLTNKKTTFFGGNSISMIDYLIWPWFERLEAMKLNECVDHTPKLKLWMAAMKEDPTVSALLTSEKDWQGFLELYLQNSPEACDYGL
An asterisk follows results filed as active. These rows are one share of the data. The share of hits here may be higher or lower than overall.

molecule | LYPLA1 counter | PAFAH2 FP inh | PAFAH1B3 FP inh | Fam108B inh | PME-1 primary | PAD4 FP inh | pPAFAH inh | PAFAH1B2 inh | GSTO1 counter
CN(C)CC(C)(C)CNC(=S)Nc1cc(S(=O)(=O)N2CCOCC2)ccc1Cl | -2.5 | -4.1 | 8.1 | 1.3 | -4.9 | 2.6 | 2.7 | -0.4 | -7.0
O=C1C2C3C=CC(C3=C3CCCCC3)C2C(=O)N1Cc1ccccc1 (centres undefined) | 3.4 | 2.4 | 4.0 | -3.4 | -3.9 | 6.5 | -8.2 | 6.9 | -1.6
CN(C)S(=O)(=O)c1cccc(C(=O)NC2CCCc3ccccc32)c1 (centres undefined) | -0.9 | -0.5 | 3.0 | -1.0 | 8.5 | 1.0 | 2.8 | 2.3 | 1.1
Cc1ccc(/C=C/C(=O)O)cc1S(=O)(=O)NCC1CCCO1 (centres undefined) | -0.8 | -1.3 | -1.8 | -1.5 | -3.9 | -1.1 | -4.2 | 6.0 | -2.2
O=c1[nH][nH]c(-c2ccccc2O)c1C(C[N+](=O)[O-])c1cccc(Cl)c1 (centres undefined) | 1.6 | 1.2 | -1.6 | 3.0 | 12.0 | -11.7 | 5.8 | 6.5 | 36.1*
CCOC(=O)c1nnc(-c2ccccc2)nc1NCc1ccccc1 | 5.1 | 0.0 | 3.9 | -3.4 | 0.4 | 2.6 | 2.4 | 6.9 | 4.1
C/C(CC(=O)N1CCN(C=O)CC1)=N\NC(=O)c1ccc(Br)cc1 | -0.6 | -3.0 | 3.8 | 3.0 | -0.2 | -1.1 | 0.9 | -0.3 | 0.2
Cc1ccc(CNC(=O)C2CCN(S(=O)(=O)N3CCC4(CC3)OCCO4)CC2)cc1 | 4.3 | -7.0 | -2.2 | 4.3 | -5.8 | 1.3 | -2.7 | 1.4 | 1.2
CCOC(=O)C1CCCN(Cc2cccc(Cl)c2)C1 (centres undefined) | 0.7 | -5.2 | -3.7 | 2.1 | 1.3 | -2.6 | -3.9 | 1.7 | -1.8
O=C(CSc1nc2ccccc2s1)N1CCOCC1 | -0.5 | 3.9 | 8.2 | 3.4 | -0.3 | 4.1 | 5.3 | 2.3 | -5.4
CCN1CCN(C(=O)c2ccc(C)c(S(=O)(=O)Nc3cccc(C)c3)c2)CC1 | -2.9 | 0.5 | 8.7 | 2.1 | -9.3 | -0.3 | -3.4 | 12.8 | -3.2
Cc1ccc(-c2nc(C#N)c(NCCCn3ccnc3)o2)cc1 | 0.8 | -6.8 | 1.0 | 3.0 | 7.2 | -1.6 | 6.1 | 0.6 | 6.7
COc1ccc(-c2nn(-c3ccccc3)cc2/C=C/C(=O)OCC(=O)Nc2ccccc2C#N)cc1 | -0.8 | -7.2 | -1.4 | -3.6 | -0.6 | -1.4 | 4.3 | -1.1 | 5.8
CCOc1ccccc1NC(=O)CSc1nnc(-c2cnccn2)n1C | -1.6 | -8.3 | -8.4 | -1.4 | 3.8 | -5.0 | 0.7 | 0.3 | 1.7
CCOc1ccccc1NC(=O)Cn1cnc2c(cnn2-c2ccc(C)c(C)c2)c1=O | 2.4 | 0.1 | 1.2 | 2.0 | 6.8 | 1.2 | 0.5 | -1.7 | 6.2
Cc1cc(Br)ccc1NC(=O)CN(C)C(=O)CCSc1ccc(F)cc1 | -0.9 | 3.0 | 6.5 | -0.2 | -4.2 | -6.2 | 12.3 | 9.8 | 5.7
Cc1ccc(S(=O)(=O)NC2c3cccc4cccc(c34)C2Sc2n[nH]c(N)n2)cc1 (centres undefined) | -11.3 | -16.3 | 9.1 | -5.9 | 4.5 | 4.5 | 4.2 | 1.0 | -1.3
Cc1cccc(N2C(=O)N3[C@H](c4ccc(Cl)cc4)[C@@H]4C(=O)N(C5CCCCC5)C(=O)[C@@H]4[C@]3(Cc3ccc(Cl)cc3)C2=O)c1 | -10.6 | -21.4 | -5.5 | -1.6 | -9.4 | -3.1 | 3.4 | -7.7 | 10.9
CC(C)(C)NC(=O)CCn1nc(-c2ccc(Cl)cc2)c2ccccc2c1=O | 5.0 | 10.5 | 1.5 | 4.0 | -1.3 | 2.4 | 6.5 | 3.7 | -2.5
CC(=O)N(CCCN(C)C)CCC(C)CCC=C(C)C (centres undefined) | -3.4 | -0.7 | 7.2 | -1.1 | -1.6 | 0.9 | 7.2 | 6.1 | 4.0
COc1cccc(=O)c2c(C)n(C)c(C)c12 | 1.5 | 10.3 | 8.6 | 2.1 | 0.8 | 7.2 | 13.1 | 4.5 | 10.3
CN1CCN(S(=O)(=O)c2cc([N+](=O)[O-])ccc2N2CCCCCC2)CC1 | 0.2 | 10.1 | -6.3 | -3.3 | -0.9 | 3.5 | 0.9 | 1.2 | -0.8
CCN(CC)C(=O)CSc1nnc(COc2ccccc2)n1CC | 2.7 | 2.4 | 4.4 | 0.4 | 2.0 | 1.8 | 3.6 | 2.1 | 18.8
CCCC(=O)Nc1c2c(nn1-c1cccc(Cl)c1)CS(=O)(=O)C2 | 4.4 | -5.8 | 6.6 | 1.8 | -4.9 | -4.0 | -0.9 | 3.0 | 14.7
COc1ccc(N/C(N)=N/c2nc(CSc3nnc(C)s3)cc(=O)[nH]2)cc1 | 3.6 | 0.2 | 3.7 | 2.0 | -1.5 | -5.4 | 4.3 | 8.6 | 8.7
CCn1c(SCC(=O)Nc2ccc(C(C)=O)cc2)nc2ccccc21 | -0.9 | -1.4 | 9.6 | -1.3 | 0.8 | -1.9 | 1.3 | 0.8 | 0.0
Cc1ccc(NC(=O)CSc2nnc(-c3ccco3)o2)c(C)c1 | -0.1 | 0.0 | 4.8 | -2.0 | 0.6 | -2.5 | 5.2 | 2.4 | 3.6
Fc1ccc(CN2CCCN(C(=S)Nc3ccc(F)cc3)CC2)cc1 | -0.7 | -3.3 | 9.3 | 1.8 | 0.4 | 1.1 | 3.4 | 14.8 | 7.9
Cc1ccc(NC(/C=C/N(C)C)=C/C(=O)C(F)(F)F)c(C)c1 | 0.1 | 1.1 | 2.7 | 0.8 | 1.1 | -2.2 | 2.3 | -2.4 | 0.2
COc1ccc(Cn2c(C)cc3c(c2=O)C(c2cccs2)C(C#N)=C(N)O3)cc1OC (centres undefined) | 2.8 | -16.3 | -2.7 | -2.1 | -1.2 | -2.1 | 2.4 | -3.8 | 0.2

Among those listed so far, 2 contain bromine:
molecule | LYPLA1 counter | PAFAH2 FP inh | PAFAH1B3 FP inh | Fam108B inh | PME-1 primary | PAD4 FP inh | pPAFAH inh | PAFAH1B2 inh | GSTO1 counter
C/C(CC(=O)N1CCN(C=O)CC1)=N\NC(=O)c1ccc(Br)cc1 | -0.6 | -3.0 | 3.8 | 3.0 | -0.2 | -1.1 | 0.9 | -0.3 | 0.2
Cc1cc(Br)ccc1NC(=O)CN(C)C(=O)CCSc1ccc(F)cc1 | -0.9 | 3.0 | 6.5 | -0.2 | -4.2 | -6.2 | 12.3 | 9.8 | 5.7

Continuation:
molecule | LYPLA1 counter | PAFAH2 FP inh | PAFAH1B3 FP inh | Fam108B inh | PME-1 primary | PAD4 FP inh | pPAFAH inh | PAFAH1B2 inh | GSTO1 counter
CCc1ccccc1-n1cnc2cc(C(=O)O)ccc21 | -1.5 | -4.2 | 4.6 | -0.7 | -2.9 | -5.6 | 0.3 | -2.4 | -1.3
CC(C)CCNC1=NCCCCC1 | 0.8 | 14.1 | 9.4 | 2.6 | 0.6 | -3.1 | -4.9 | -0.6 | 0.9
COc1ccccc1-c1coc2cc(OC(=O)/C=C/c3ccccc3)ccc2c1=O | -3.2 | -6.9 | 5.9 | -0.5 | -5.8 | 3.7 | -0.3 | 3.8 | 2.2
O=C1ON=C(c2cccc([N+](=O)[O-])c2)/C1=C/c1ccc(O)cc1 | -1.7 | 0.6 | 9.1 | 3.6 | -5.2 | -11.6 | 2.4 | 20.0 | 13.1
CCOC(=O)N1CCN(c2cc(=O)n(-c3cccc(C)c3)c(=O)[nH]2)CC1 | 0.2 | -2.7 | 1.9 | -0.7 | 6.4 | -0.2 | 1.6 | 0.5 | 5.0
COc1ccc(CNC(=O)COC(=O)c2cccnc2Nc2cccc(C(F)(F)F)c2)cc1 | -2.6 | 3.3 | -0.3 | 2.6 | 1.5 | 4.8 | 1.4 | 2.5 | 3.9
Cc1ccc(S(=O)(=O)NC(C)CCc2ccccc2)cc1C(N)=O (centres undefined) | 2.2 | -5.1 | 2.8 | -7.0 | -5.7 | 2.6 | -8.8 | 12.2 | -2.1
O=C(c1cccc(F)c1)N1CCCC(C(=O)N2CCCC2)C1 (centres undefined) | 1.4 | 7.5 | -0.4 | -0.9 | 2.5 | -6.3 | -1.6 | 5.9 | 1.8
CC1CN(S(=O)(=O)c2cccc(C(F)(F)F)c2)CN1C(=O)N1CCOCC1 (centres undefined) | 3.1 | 3.1 | -14.5 | 1.4 | 2.6 | -3.9 | 3.4 | -1.4 | -0.4
CC(=O)Cn1c(=O)oc2ccccc21 | 1.8 | 6.8 | 9.2 | 0.6 | 1.4 | 8.2 | -0.3 | 2.6 | 13.6
O=C(N/C(=C/c1cccs1)C(=O)N1CCOCC1)c1ccco1 | 0.2 | 5.2 | -5.1 | 1.5 | -4.9 | -1.8 | 5.8 | -2.5 | -1.8
N#CC1=C(N)OC2=C(CCc3ccccc32)C1c1ccccc1 (centres undefined) | 5.5 | -7.1 | -4.3 | -1.8 | 6.7 | -14.4 | 12.5 | 2.1 | 9.6
CC(O)[C@H]1CNC(=O)C(=O)N1CCCCC1CCCCC1 (some centres undefined) | 2.8 | 5.0 | -5.9 | -2.5 | -0.5 | -1.7 | -1.0 | 2.5 | 3.7
O=C1C=CC(=O)N1Nc1ccc(Br)cc1 | 0.7 | -5.6 | -3.4 | 2.2 | 3.6 | 0.0 | 1.8 | -0.7 | -1.0
C=CCOc1ccc(/C=C2\SC(=S)N(NS(=O)(=O)c3ccccc3)C2=O)cc1 | -3.5 | 6.6 | 5.3 | -1.6 | -5.3 | -3.0 | 13.0 | 2.8 | -2.4
c1ccc2cc(CSCc3nc4ccccc4[nH]3)ccc2c1 | -1.8 | -10.4 | 13.2 | -8.6 | 9.2 | 1.4 | 0.0 | 18.4 | -2.9
Cc1ccc(Oc2ccc(/C=N/O)cn2)cc1 | 3.1 | 0.0 | 7.3 | 1.2 | -8.8 | 2.6 | 3.5 | 1.2 | -2.4
Cc1nn(S(=O)(=O)c2cccc([N+](=O)[O-])c2)c(C)c1S(=O)(=O)N1CCOCC1 | -3.0 | 9.7 | 5.2 | -1.4 | -8.2 | -0.7 | 0.9 | 4.2 | 2.0
COc1cc(C=C(C(C)=O)C(C)=O)ccc1O | 0.2 | 0.4 | 8.2 | -0.3 | -0.1 | -1.3 | -4.2 | 2.9 | 3.1
